# Screening results deposited in PubChem by National Center for Advancing Translational Sciences (NCATS).
# HEK cytotox: HEK 293 cell cytotoxicity; HEK 293 viability, ATP luminescence (CellTiter-Glo), 48-72 h; Potency, µM (doses to about 115 µM), for inactives: top-dose activity change, negative = cytotoxicity, actives largely listed as inhibitors; hit rate 6.6% among 94,000; AID 1345083; note: potency is the fitted concentration of half-maximal effect; nearly all actives have a fitted effect of over 60% in size
#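 Viability of HEK 293 cells, plated at 250 cells/well, was judged by cellular ATP after compound treatment for 48 or 72 hr. Luminescence was imaged 10 min after CellTiter-Glo addition at room temperature.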
# Luciferase inh: Photinus pyralis luciferase inhibition; hit rate 2.5% among 76,000; AID 1347043; Potency, µM (highest dose often 115 µM), for the others: at the highest dose activity change, negative = inhibition, actives largely listed as inhibitors; purified P. pyralis luciferase, luminescence, biochemical; note: potency is the fitted concentration of half-maximal effect; nearly all actives have a fitted effect of over 65% in size
# Target sequence (P08659 whole entry, looked up): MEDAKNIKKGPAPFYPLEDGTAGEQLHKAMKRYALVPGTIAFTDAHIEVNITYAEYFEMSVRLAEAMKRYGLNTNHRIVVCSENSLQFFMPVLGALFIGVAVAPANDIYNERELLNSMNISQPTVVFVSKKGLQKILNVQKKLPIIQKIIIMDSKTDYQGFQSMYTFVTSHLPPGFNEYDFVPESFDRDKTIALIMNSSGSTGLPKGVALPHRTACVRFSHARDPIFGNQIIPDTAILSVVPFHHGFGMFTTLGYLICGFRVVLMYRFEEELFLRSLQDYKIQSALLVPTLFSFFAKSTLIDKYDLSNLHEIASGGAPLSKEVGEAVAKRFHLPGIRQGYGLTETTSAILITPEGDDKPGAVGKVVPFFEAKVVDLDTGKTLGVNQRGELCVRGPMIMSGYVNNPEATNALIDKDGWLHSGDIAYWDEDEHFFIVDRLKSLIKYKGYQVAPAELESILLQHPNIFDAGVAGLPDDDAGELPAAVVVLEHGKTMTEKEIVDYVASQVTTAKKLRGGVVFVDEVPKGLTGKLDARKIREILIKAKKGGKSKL
#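 Purified P. pyralis luciferase (10nM final) in 50mM Tris acetate pH 7.5, 10mM Mg acetate, 0.01% Tween-20, 0.05% BSA with 10uM D-luciferin and 10uM ATP. Compounds titrated qHTS. Luminescence imaged on CCD.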
# SNCA expr inh: reduces expression of the alpha-synuclein gene; HEK-293 SNCA-luciferase knock-in, luminescence, 24 h; hit rate 0.17% among 140,000; Potency, µM (doses to about 57.2 µM), inactives show at the top dose activity change, negative = inhibition, actives largely listed as inhibitors;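 note: potency is the fitted concentration of half-maximal effect; plate controls were DMSO cells for no effect and cell-free wells for full effect; nearly all actives have a fitted effect of over 45% in size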
# HEK293 viab: reduces viability of HEK-293 SNCA reporter cells; HEK-293-SNCA-luc viability, GF-AFC fluorescence, 24 h; Potency, µM (doses to about 57.1 µM), inactives show at the top dose activity change, negative = cytotoxicity, actives largely listed as cytotoxic; hit rate 0.12% among 150,000;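 note: potency is the fitted concentration of half-maximal effect; 0% = DMSO-treated cells and -100% = medium-only wells without cells; nearly all actives have a fitted effect of over 30% in size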
#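 HEK-293-SNCA-luc cells (1500/well) plated 24 h, then exposed 24 h to a dilution series; GF-AFC added 30 min at 37C, fluorescence 405/540 nm; normalised to medium-only and DMSO wells, Hill fit.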
# GPT2 inh: GPT2 alanine aminotransferase inhibition; Q8TD30; Potency, µM (series often up to 57.7 µM), without a hit: at the top dose activity change, negative = inhibition, actives largely listed as inhibitors; Recombinant GPT2, coupled pyruvate oxidase/HRP Amplex Red fluorescence; hit rate 0.25% among 100,000; AID 1671188; note: potency is the fitted concentration of half-maximal effect; nearly all actives have a fitted effect of over 60% in size; many of its hits are not listed in these tables
# Target sequence (Q8TD30 whole entry, looked up): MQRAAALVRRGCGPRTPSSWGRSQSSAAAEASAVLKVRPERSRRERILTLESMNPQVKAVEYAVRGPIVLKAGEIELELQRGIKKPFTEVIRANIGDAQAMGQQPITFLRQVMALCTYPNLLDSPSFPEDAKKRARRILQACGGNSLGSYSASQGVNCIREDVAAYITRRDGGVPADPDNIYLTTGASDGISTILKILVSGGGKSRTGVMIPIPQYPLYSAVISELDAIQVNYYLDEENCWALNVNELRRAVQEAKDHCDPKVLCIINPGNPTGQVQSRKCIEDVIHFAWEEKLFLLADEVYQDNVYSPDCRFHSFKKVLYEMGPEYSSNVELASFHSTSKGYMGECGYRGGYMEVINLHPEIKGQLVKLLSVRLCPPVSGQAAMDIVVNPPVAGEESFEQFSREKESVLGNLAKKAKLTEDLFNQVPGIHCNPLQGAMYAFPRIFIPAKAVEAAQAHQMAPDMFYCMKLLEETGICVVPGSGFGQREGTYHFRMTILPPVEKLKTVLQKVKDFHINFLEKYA
#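 Inhibition is scored from Amplex Red fluorescence generated when pyruvate oxidase and HRP act on pyruvate released by GPT2. Reactions contain 10ng/uL enzyme, 250uM a-KG and 2mM L-alanine and run 30 min at room temperature.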
# NIH3T3 tox: kills NIH 3T3 cells; NIH 3T3 viability, CellTiter-Glo ATP luminescence, 48-72 h; Potency, µM (titrated, usually from 96.7 µM), for inactives: at the highest dose activity change, negative = cytotoxicity, actives largely listed as inhibitors; hit rate 4.3% among 94,000; AID 1345082; note: potency is the fitted concentration of half-maximal effect; nearly all actives have a fitted effect of over 55% in size
#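 Cytotoxicity is measured as loss of cellular ATP: NIH 3T3 cells (400/well) are exposed to compound for 48 or 72 hr at 37 °C, then CellTiter-Glo luminescence is imaged after 10 min at room temperature.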
# IP6K1 inh: blocks human inositol hexakisphosphate kinase 1; AID 1645851; hit rate 0.81% among 140,000; activity change, % (series mostly up to about 58 µM); IP6K1 kinase, ADP-Glo luminescence, 2 h; active compounds read low; in the data active = activity change below about -25%
#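 ADP-Glo luminescence measures ADP made by human IP6K1 during a 2 h RT reaction with ATP/IP6 (mix at 1.3 mM/130 uM); top library doses 57.5 and 19.1 uM final.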
# * = called active by the depositor; i = inactive; ? = inconclusive; nt = not tested or not shown; [ ] = dose if it differs, or a comment. Unless noted, calls come from the whole dose curve; as a rule, active = well fitted curve in the direction sought with a large enough effect; inconclusive = small, poorly fitted or top-dose-only effect, or another doubt; inactive = no such curve, though single readings can be large; an effect the other way counts as inactive or inconclusive. Unless noted, % is set by controls: 0 for no effect and ±100 for the full control effect.
SMILES,HEK cytotox,Luciferase inh,SNCA expr inh,HEK293 viab,GPT2 inh,NIH3T3 tox,IP6K1 inh
Cc1cc(C(=O)Nc2ccc(C(O)[C@H]3COCC(=O)N3Cc3ccc(F)cc3)cc2)n(C)n1 (some centres undefined),?,-10%,-13%,-3%,2%,-12%,1
CCc1nc2c(=O)n(CC(=O)N3CCN(c4ccc(Cl)cc4)CC3)nc(C)c2s1,-8%,6%,-1%,0%,3%,-2%,2
CC(C)c1nc(CNC(=O)c2ccc(NC[C@H]3C[C@H]4C=C[C@H]3C43CC3)nc2)no1,-14%,-23%,12%,1%,-23%,-24%,3
Cc1nc(CC2CCN(C(=O)Nc3ccc4c(c3)OCCO4)CC2)n[nH]1,-7%,45µM*,?,5%,i,i,-6
CCn1cc(-c2ccc(Cl)cc2)cc1C(=O)NCCCN1CCOCC1,?,-13%,3%,-4%,-27%,?,11
COc1ccc(-c2n[nH]c3c2CC(=O)N(Cc2ccccn2)C3)cc1F,?,5%[172 µM],0%[87.6 µM],0%[87.6 µM],4%[88.5 µM],?,0
CCC1=C(C(=O)OC)C(c2ccccc2F)N2C(CC(=O)N3CCCC3)=CSC2=N1 (centres undefined),-17%,-4%,-8%,-16%,i,-26%,30
O=C(NCCc1noc(-c2ccccc2)n1)c1ccoc1,5%,-16%,?,15%,3%,-2%,13
COc1ccccc1C(=O)NC1CCN(c2cc(C(F)(F)F)ncn2)CC1,?,0%,-29%,?,i,-20%,8
COc1ccc(CC(=O)Nc2ccc(=O)n3c2[C@@H]2C[C@@H](CN(C(=O)c4ccc(OC)cc4)C2)C3)cc1,-9%,-3%,30%,-16%,-41%,-15%,23
O=C(NCc1ccc2c(c1)OCO2)C1CCCN(c2nc3ncccc3o2)C1 (centres undefined),i,-5%,20%,-8%,i,i,9
c1c(CN2CCCC3(CCCO3)CC2)nn2c1CNCCC2 (centres undefined),-10%,-3%,-24%,-15%,-16%,3%,14
COC[C@@H]1CN(C(=O)c2ccc3[nH]ccc3c2)C[C@H]1c1ccncc1,-9%,0%,17%,-8%,-13%,-17%,-11
Cn1cc(CN2CCOCCNC(=O)CC2)c2ccccc21,-9%,-18%,-1%,8%,i,?,13
NCCNc1cccc2ccccc12,nt,nt,89%[activator][25.6 µM],13%[23.9 µM],i,nt,13
O=C(CCn1cnc2ccccc2c1=O)N[C@@H]1COCC[C@H]1Oc1ccccn1,-7%,-3%,-11%,-1%,-18%,-5%,-7
CCN(CC)C[C@H]1O[C@H](Cc2cc(-c3ccc(F)cc3)on2)CC[C@@H]1O,?,?,94%[activator][87.6 µM],-1%[87.6 µM],-13%[88.5 µM],?,15
O=C(Cc1ccccc1)N1CCCN(c2cc(-c3ccc(Cl)cc3)[nH]n2)CC1,40µM*,2%,-13%,-12%,-26%,?,6
OC1CC(c2cc(N3CCC(c4nnc5n4CCCCC5)CC3)ncn2)C1 (centres undefined),2%,-1%,-5%,0%,-16%,-11%,9
CC(C)c1noc(CC2CCN(C(=O)c3ccc(F)cc3Cl)CC2)n1,?,18%,1%,0%,i,i,-1

# Just IP6K1 inh and HEK293 viab, for some of the entries so far:
molecule	IP6K1 inh	HEK293 viab
NCCNc1cccc2ccccc12	13	13%[23.9 µM]
O=C(CCn1cnc2ccccc2c1=O)N[C@@H]1COCC[C@H]1Oc1ccccn1	-7	-1%
CCN(CC)C[C@H]1O[C@H](Cc2cc(-c3ccc(F)cc3)on2)CC[C@@H]1O	15	-1%[87.6 µM]
O=C(Cc1ccccc1)N1CCCN(c2cc(-c3ccc(Cl)cc3)[nH]n2)CC1	6	-12%
OC1CC(c2cc(N3CCC(c4nnc5n4CCCCC5)CC3)ncn2)C1 (centres undefined)	9	0%
CC(C)c1noc(CC2CCN(C(=O)c3ccc(F)cc3Cl)CC2)n1	-1	0%

# New compounds follow:
SMILES,HEK cytotox,Luciferase inh,SNCA expr inh,HEK293 viab,GPT2 inh,NIH3T3 tox,IP6K1 inh
Cc1ccc(CNC(=O)c2cnn3c(C)c(Cc4c(F)cccc4Cl)c(C)nc23)cc1,nt,nt,21%,5%,nt,nt,3
CCOC(=O)CSc1nc2sc3c(c2c(=O)n1-c1ccc(OC)cc1)CC(C(C)C)OC3 (centres undefined),nt,nt,10%,8%,nt,nt,9
Cc1cc(C)cc(C(=O)Nc2nnc3n2CCS3)c1,nt,nt,27%,-11%,nt,nt,8
Cc1ccc(COC(=O)c2ccc(-c3nnn(Cc4ccc(C)cc4)n3)cc2)cc1,nt,nt,23%,2%,nt,nt,1
O=C(Nc1ccc(F)c(Cl)c1)C1CCN(S(=O)(=O)c2ccc3[nH]c(=O)ccc3c2)CC1,nt,nt,6%,-5%,nt,nt,-13
COc1ccccc1C(=O)Nc1cccc(C(=O)OCc2cc(=O)n3nc(C4CC4)sc3n2)c1,nt,nt,8%,4%,nt,nt,34
O=C(CCc1ccccc1)N1CCNc2cnc(Nc3cccnc3)nc2C1,i,0%[172 µM],-12%[87.6 µM],1%[87.6 µM],-24%[88.5 µM],?,-3
CNC(=O)[C@@H](c1ccc(OC)cc1)N1CCC[C@H]1C(=O)N1CCC1,4%[172 µM],-4%[172 µM],-14%[87.6 µM],3%[87.6 µM],i,i,5
Clc1ccccc1CNCC1CCC(CNCc2ccccc2Cl)CC1 (centres undefined),nt,nt,nt,?,?,nt,-11
Brc1cccc(-c2nnn3c2nc(NC2CCCCC2)c2ccccc23)c1,nt,nt,10%,6%,nt,nt,4

# Arranged by length of the SMILES (highest first): three of the compounds above.
SMILES,HEK cytotox,Luciferase inh,SNCA expr inh,HEK293 viab,GPT2 inh,NIH3T3 tox,IP6K1 inh
COc1ccccc1C(=O)Nc1cccc(C(=O)OCc2cc(=O)n3nc(C4CC4)sc3n2)c1,nt,nt,8%,4%,nt,nt,34
Cc1ccc(COC(=O)c2ccc(-c3nnn(Cc4ccc(C)cc4)n3)cc2)cc1,nt,nt,23%,2%,nt,nt,1
Cc1cc(C)cc(C(=O)Nc2nnc3n2CCS3)c1,nt,nt,27%,-11%,nt,nt,8

# Remaining list, next part:
SMILES,HEK cytotox,Luciferase inh,SNCA expr inh,HEK293 viab,GPT2 inh,NIH3T3 tox,IP6K1 inh
COc1ccc(CCC(=O)NC2CC(=O)N(c3ccc(C)c(C)c3)C2)cc1 (centres undefined),nt,nt,?,-20%,nt,nt,-1
CC(C)OCCCNC(=O)CN1C(=O)COc2ccc(S(=O)(=O)N3CCCCCC3)cc21,nt,nt,-15%,-20%,nt,nt,-1
COc1ccc(OC)c(NC(=O)c2cnn(-c3ccc(C)cc3)c2C2CCNCC2)c1,nt,nt,9%,7%,nt,nt,8
C[C@]12C=CC(=O)C=C1CC[C@@H]1C2=CC[C@]2(C)[C@@H](C(=O)CN3CCN(c4cc(N5CCCC5)nc(N5CCCC5)n4)CC3)CC[C@@H]12,nt,nt,-19%,-6%,0.71µM*,nt,nt
CCCCCSc1nnc2c(n1)[nH]c1c(C)cccc12,nt,nt,94%[activator],-4%,nt,nt,-13
CCCCNC(=O)CC(c1cccc([N+](=O)[O-])c1)c1c[nH]c2c(CC)cccc12 (centres undefined),?,2%,2%,-8%,-14%,?,0
COCc1nc(C2CCN(C(=O)NC3CCCCC3)C2)no1 (centres undefined),i,0%,-17%,1%,-2%,-5%,13
O=C([C@@H]1C[C@H](F)CN1S(=O)(=O)Cc1cccc(Cl)c1)N1CCCCC1,-21%,3%,5%,?,-9%,?,-1
CC(=O)N1CCC2(CC1)CN(C(=O)C1CCN(C)CC1)Cc1ccccc1O2,-8%,nt,-27%,3%,3%,-6%,1
COc1ccccc1CN1CCN(C(=O)CC2CCOCC2)CC1,-19%,9%,5%,-1%[12.5 µM],3%,i,29
CC(C)(C)C1CCc2onc(C(=O)Nc3sc4c(c3C(N)=O)CCCC4)c2C1 (centres undefined),nt,nt,7%,29%,nt,nt,1
CC(C)(N)C(=O)N1CCCC(N2CCN(c3cccc(Cl)c3)CC2)C1 (centres undefined),?,10%,11%,-1%,i,?,-9
O=C(c1ccc(F)cc1)N1CCCC2(CN[S+](=O)([O-])c3cnccc3N2)C1 (centres undefined),-2%,nt,nt,nt,nt,-10%,29
COc1ccccc1CCN1Cc2cc(NC(=O)Cc3cccs3)ccc2OC(C)C1=O (centres undefined),?,-12%,-13%,-17%,-8%,?,2
O=C(NC[C@H]1O[C@@H](CO)[C@@H](O)[C@H]1N1CCCCC1)c1ccccc1,2%[172 µM],1%[172 µM],8%[87.6 µM],8%[87.6 µM],-12%[88.5 µM],5%[174 µM],0
COc1ccc(N2CC(NC(=O)/C=C\c3ccc4c(c3)OCO4)CC2=O)cc1 (centres undefined),nt,nt,-7%,-10%,nt,nt,2
O=C(CC(c1ccccc1)c1ccccc1Cl)N1CCOCC1 (centres undefined),-8%,-2%,-11%,1%,i,-3%,-9
Cc1ccc(-n2nc3ccc(NC(=O)c4cc5ccccc5o4)cc3n2)cc1,nt,nt,28%,0%,nt,nt,4
CCc1noc(-c2cn(C3CCN(C(=O)c4ccco4)CC3)nn2)n1,10%,4%,2%,6%,-2%,-3%,19
CC1=C2C3OC(=O)C(C)C3(O)CCC2(C)CCC1O (centres undefined),nt,nt,nt,-12%,-16%,nt,-1
COc1cc(NC(=O)C2(Cc3ccccc3)CCCCC(=O)N2)cc(OC)c1 (centres undefined),-5%,-12%,12%,0%,i,2%,1
CN1CCCN(C(=O)CN2CC3CC(C2)[C@H]2CCCC(=O)N2C3)CC1 (some centres undefined),5%,-7%,-13%,0%,-7%,i,28
Cc1nn(CC(=O)N2CCC(C)CC2)c(=O)c2cc3sccc3n12,nt,nt,6%,-22%,nt,nt,-11
O=C(NCCCN1CCN(c2cccc(Cl)c2)CC1)c1nnc(Cc2ccc(F)cc2Cl)o1,nt,nt,?,-19%,nt,nt,2
CCc1ccc(NC(=O)Cn2c(-c3ccc(F)cc3)nc(C)c(CCO)c2=O)cc1,?,-2%,-27%,-18%,-10%,-14%,-2
Clc1cccc(CN2CC[C@H](c3nc4ccccc4[nH]3)C2)c1,20µM*,-21%[172 µM],-46%[87.6 µM],-19%[87.6 µM],0%[88.5 µM],?,19
Cc1ncsc1CCC(=O)N[C@H](c1cccs1)C1CC(O)C1 (some centres undefined),2%,7%,-14%,3%,-6%,0%,-5
CCOc1ccc(N(C(=O)CC(C)C)S(=O)(=O)c2ccc3c(c2)oc(=O)n3C)cc1,nt,nt,-21%,-25%,nt,nt,5
CCCCS(=O)CC(O)CSc1nc(-c2ccc(OC)cc2)cc(-c2ccccc2)c1C#N (centres undefined),nt,nt,-13%,-9%,nt,nt,13
Cc1ccc(CN(C(=O)c2ccco2)c2ccc(CC(=O)NCC3CCCO3)cc2)cc1 (centres undefined),-30%,-18%,27%,7%,2%,-27%,-5
CCc1ccccc1NC(=O)C(=O)NCCCN1CCOCC1,nt,nt,25%,-7%,nt,nt,9
COc1ccc(Nc2cc3c(cn2)CN(CCc2ccccc2)CCN3)cn1,63µM*,13%[172 µM],?,?,-15%[88.5 µM],50µM*,-20
CN(Cc1nccs1)C(=O)CC(c1ccccc1)c1cccc(Cl)c1 (centres undefined),?,-12%,?,?,-4%,?,-9
